# MC4R antag cAMP – blocks human MC4R cAMP signaling; MC4R-expressing cells, MTII-stimulated cAMP, LANCE TR-FRET; hit rate 0.48% among 360,000; AID 540295; P32245; inhibition, % at 6.5 µM;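 active = inhibition above its plate's cutoff, the mean of tested wells on that plate plus 3 SD, cut at about 29% in these data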;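 note: 0% = Melanotan II alone and 100% = Melanotan II plus saturating MCL0020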
# Target sequence (P32245 whole entry, looked up): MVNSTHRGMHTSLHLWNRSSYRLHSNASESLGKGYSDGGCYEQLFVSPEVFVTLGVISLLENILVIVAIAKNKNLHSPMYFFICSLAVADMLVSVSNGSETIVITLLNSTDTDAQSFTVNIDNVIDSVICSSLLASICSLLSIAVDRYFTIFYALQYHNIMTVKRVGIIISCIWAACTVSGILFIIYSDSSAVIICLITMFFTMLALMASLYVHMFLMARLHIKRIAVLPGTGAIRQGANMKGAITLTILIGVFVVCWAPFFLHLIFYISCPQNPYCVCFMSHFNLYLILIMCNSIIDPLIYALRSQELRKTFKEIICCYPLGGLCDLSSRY
#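 Assay system: U2OS cells stably expressing human melanocortin 4 receptor (MC4R) / Dosing: 6.5 µM / Timing: compound 30 min, challenge 1 h, detection 1 h / Measured by: Eu-cAMP/anti-cAMP TR-FRET, emission 671 nm / Replicates: singlicate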
# Vif imaging – HIV Vif inhibition. HEK293T cells, Vif self-association by quenched fluorescence, imaging, 24 h. inhibition, % at 7.49 µM. hit rate 0.35% among 340,000. AID 602346; in the data active = inhibition above about 50%, passing the limit was not always enough; note: some results filed as inactive read as strong as hits
# CaV13 FRET inh – Disruptors of the CACNA1D IQ motif to Ca2+-dependent inactivation inhibitor domain association, primary screening, Förster resonance energy transfer in intact living …; HEK cells, CFP/YFP FRET ICDI-IQ, plate reader, 10 min; percent FRET-ratio fall versus neutral wells; inhibition, % at 12.3 µM; hit rate 0.098% among 340,000; AID 743397;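 active = mean replicate inhibition of at least 30% and at least 1% of replicates passing that level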;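 note: 0% = median of the neutral control wells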
# m5-HT2A agonist – mouse HTR2A agonism via beta-arrestin recruitment; P35363; CHO-K1 mHTR2A beta-arrestin complementation, luminescence; percent of 30 µM serotonin response; activation, % at 7.6 µM; hit rate 0.66% among 360,000;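 active = activation above a run cutoff, the mean activation of all tested compounds plus 3 SD, cut at about 14% in these data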;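 note: 0% = plate median of compound wells and 100% = 30 µM serotonin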
# N-glyco inh – N-linked glycosylation inhibition; reporter increase, % at 12.5 µM; D54 ERlucT glycosylation luciferase reporter, 24 h; percent of 100 nM tunicamycin response; hit rate 0.23% among 360,000;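 active = mean luciferase reporter signal, scaled so untreated is 0 and the glycosylation-blocking control 100, at or above a set limit in every replicate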;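 note: luciferase carries N-glycosylation sites so blocking glycosylation raises the light; 0% = median of neutral control wells and 100% = median of 100 nM tunicamycin wells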
# ABCB6 inh 2 – inhibitors of human ABC transporter ABCB6. Q9NP58. K562-ABCB6 porphyrin accumulation, flow cytometry, 1 h; hits give low values. fluorescence ratio to DMSO, % at 10 µM. hit rate 0.19% among 360,000. AID 602162;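 active = fluorescence ratio to DMSO below 75%, the collection mean minus 3 SD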;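 note: signal is porphyrin accumulated inside mitochondria; 100% equals median channel fluorescence of DMSO control wells; lower ratio means ABCB6 inhibition with less porphyrin fluorescence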
# aDG glyco act – alpha-DG glycosylation activation. Pro5-aDG cells, alpha-DG glycosylation AlphaScreen (IIH6); 0% Pro5, 100% B10-LARGE cell signal. activation, % at 10 µM. hit rate 0.22% among 360,000;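 active = activation of at least 8% versus controls, or a plate z-score of at least 8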;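 note: Pro5 are CHO cells carrying HIG-tagged alpha-DG that lacks glycosylation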
# MC4R barr agon – agonists of human melanocortin 4 receptor (MC4R) beta-arrestin | P32245 | U2OS MC4R beta-arrestin complementation, luminescence; percent of melanotan II response, DMSO zero | activation, % at 8.9 µM | hit rate 0.98% among 360,000;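 active = activation above a per-plate cutoff, the mean activation of sample wells on that plate plus 3 SD, cut at about 8% in these data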
# PDI turbidity – PDI (human) enzyme inhibition; PDI insulin aggregation turbidity, A650, 90 min; inhibition, % at 10 µM; hit rate 0.052% among 350,000; AID 588391;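 active = mean inhibition across replicates of 30% or more, whatever share of single replicates reach that level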;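 note: absorbance from insulin aggregation driven by PDI reduction with DTT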
# Target sequence (P07237 whole entry, looked up): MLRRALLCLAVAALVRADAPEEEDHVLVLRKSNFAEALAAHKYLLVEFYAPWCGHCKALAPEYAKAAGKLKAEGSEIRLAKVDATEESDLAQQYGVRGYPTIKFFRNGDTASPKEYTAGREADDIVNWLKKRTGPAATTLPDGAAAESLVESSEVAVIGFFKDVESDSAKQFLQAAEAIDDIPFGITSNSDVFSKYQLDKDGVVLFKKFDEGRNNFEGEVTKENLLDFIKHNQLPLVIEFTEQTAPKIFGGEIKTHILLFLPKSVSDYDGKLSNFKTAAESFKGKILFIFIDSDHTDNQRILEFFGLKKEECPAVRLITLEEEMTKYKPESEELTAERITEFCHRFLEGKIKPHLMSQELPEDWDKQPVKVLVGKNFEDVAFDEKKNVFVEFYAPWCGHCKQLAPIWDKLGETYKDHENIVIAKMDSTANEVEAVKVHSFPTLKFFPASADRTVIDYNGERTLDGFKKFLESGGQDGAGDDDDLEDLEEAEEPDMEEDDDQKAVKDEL
# H9c2 protect – myocardial damage modulation in H9c2 cells; hit rate 0.63% among 360,000; H9c2 cardiomyocytes, H2O2 injury protection, ATPLite, 2 h; protection from H2O2 cell death, % at 20 µM;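 active = compounds giving at least 50% protection of heart cells from peroxide-induced death in the single-dose screen, raw or plate-pattern-corrected value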;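 note: 0% = DMSO wells with peroxide and 100% = DMSO wells without peroxide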
# * marks the source's active call; other numbers are inactive results; . = not tested or not shown.
SMILES,MC4R antag cAMP,Vif imaging,CaV13 FRET inh,m5-HT2A agonist,N-glyco inh,ABCB6 inh 2,aDG glyco act,MC4R barr agon,PDI turbidity,H9c2 protect
CC(C)c1ccc(C(=O)NC2=NCCS2)cc1,7,.,-4,-4,-14,102,-0.2,-2.7,-5,-20
COc1ccc(CN2CCC(C(=O)N3CCN(c4ccccc4F)CC3)CC2)cc1OC,7,0,.,-1,0,99,0.0,-1.6,7,3
Cc1ccccc1-n1c(SC2CCOC2=O)nnc1-c1ccncc1 (centres undefined),-8,5,12,10,0,92,-0.3,2.3,7,17
CCC(c1nnc(SCC(=O)NNC(=O)c2ccccc2)n1Cc1ccccc1)N(C)C (centres undefined),3,3,-3,6,-1,96,0.4,-1.5,-4,2
N#CCCN(Cc1ccccc1)C(C(=O)NC1CCCCC1)c1cc2ccccc2o1 (centres undefined),.,-4,.,-9,1,93,0.1,.,.,-3
O=C1N/C(=C/c2ccc(Br)s2)C(=O)N1c1ccccc1,3,8,-1,-4,-2,98,0.0,-0.7,-32,-3
CC1(C)CC(=O)C=C(c2ccc(-c3cnn(Cc4ccccc4)c3)cc2)C1=O,2,-5,-5,-3,-3,98,0.0,-1.5,4,-11
Cc1ccc(NC2CCCN(C(=O)c3cn4cc(Cl)ccc4n3)C2)cc1C (centres undefined),0,-10,-8,-4,1,94,-0.2,-1.4,7,14
c1ccc(COc2cccc(CNCc3cccs3)c2)cc1,3,1,-15,-10,2,95,0.1,-1.4,0,-6
CCOC(=O)C1=C(C)Nc2ncnn2C1c1cccnc1 (centres undefined),1,9,-4,1,2,101,0.1,-1.5,-3,3
COc1ccc(Nc2nc3nonc3nc2N2CCCCC2)cc1,7,16,-4,-6,1,100,0.2,-0.2,5,-4
Cc1cc(C)n(/N=C/c2cccs2)c(=O)c1C#N,-4,-3,-3,1,1,102,0.0,-1.7,-11,2
COc1ccc(CN2C(=O)CCC2(C)C(=O)NC2CCCC2)c(OC)c1 (centres undefined),6,2,-6,3,0,93,-0.2,-0.2,-1,12
O=C(c1cccc2c1-c1ccccc1/C2=N/O)N1CCCCC1,-3,-14,-6,-3,-6,80,0.2,-1.5,6,1
Cc1cc(C)n(C(=O)Cc2cn3ccsc3n2)n1,1,8,.,-1,2,97,-0.1,0.8,0,3
COc1cccc(CNC(=O)c2ccccc2C(=O)NC(C)(C)C(=O)NCc2cccc(OC)c2)c1,6,-3,-6,7,-1,97,-0.2,0.0,-1,-4
COc1ccc(C(CNC(=O)c2ccc(NS(=O)(=O)c3ccc(F)c(C)c3)cc2)N(C)C)cc1 (centres undefined),13,4,-4,-7,-2,105,0.2,-2.9,12,3
Cc1cc([N+](=O)[O-])nn1CCCC(=O)N1CCN(c2ccc(F)cc2)CC1,-7,-5,-2,4,1,95,0.2,3.2,10,8
N#C/C(=C\c1ccc(OCCN2CCOCC2)cc1)C(=O)Nc1ccccc1F,-5,.,-7,-3,.,94,0.1,-0.2,-5,-3
CC(=O)c1cccc(NC(=O)c2ccc(C)c(S(=O)(=O)N3CCOCC3)c2)c1,15,6,-4,2,4,97,-0.4,-0.7,6,6
O=C(c1[nH]c(C(F)(F)F)nc1-c1ccccc1)N1CCN(c2ccccn2)CC1,.,.,-4,7,5,91,0.0,.,.,2
Cc1cc(C)nc(N/N=C/C2=C(O)CC(c3ccc(F)cc3)CC2=O)n1 (centres undefined),-3,-2,-20,-17,-5,90,0.3,-5.6,-22,40
COc1ccc2oc(=O)c(C(=O)N3CCc4ccccc43)cc2c1,-1,0,-5,5,0,98,0.2,-1.0,0,1
CC1=C(C(=O)N2CCOCC2)C(c2c(F)cccc2F)NC(=O)N1 (centres undefined),6,12,-3,2,1,96,-0.7,-0.2,7,-1
O=C(Cn1cnc2ccccc2c1=O)NCCCN1CCCC1=O,5,5,-2,-1,0,97,0.3,-1.9,7,-3
c1ccc(CCNc2cnccn2)cc1,1,-3,-19,3,-1,99,0.0,2.6,-11,-5
COCCNC(=O)C1CC(=O)N(c2ccc(F)c(Cl)c2)C1 (centres undefined),1,9,-7,0,3,96,0.0,0.1,15,2
COc1cccc(/C=C2\C=C(c3ccc(C)cc3)OC2=O)c1OC(C)=O,-2,9,-7,-6,2,97,0.0,1.7,1,-3
Cc1ccc2c(c1)N(CC(=O)N1CCCC1)C(=O)c1cccnc1O2,3,6,-2,2,2,96,-0.2,-2.7,-9,-1
c1csc(-c2nnc(Cc3cccc4ccccc34)o2)c1,8,-5,-4,-2,-6,88,0.5,-1.3,1,-3
CC(C)CC(=O)Nc1ccc2c(c1)oc1ccccc12,4,-15,-4,-3,-1,96,0.4,1.8,-6,-27
COc1ccc(N2CCN(C(=O)COC(=O)COc3cccc(C(F)(F)F)c3)CC2)cc1,-4,11,-6,2,4,101,0.2,0.2,8,8
O=c1c2ccccc2nc(-c2ccoc2)n1CCc1ccccc1,8,-13,.,4,2,100,-0.1,1.3,6,15
C=CCn1c(SCC#N)nc2c(c1=O)C(C)(C)Cc1ccccc1-2,-3,-11,0,-3,-1,100,-0.1,1.7,-2,30
CN(c1ccccc1)S(=O)(=O)c1ccc(C(=O)NCc2ccccc2CN2CCCC2)cc1,-1,3,-2,-5,-6,95,0.5,-4.7,-1,2
Cn1ccc2c(-c3ccc(C(N)=O)cc3)cc3c(c21)C1CCC3O1 (centres undefined),.,.,-6,-2,0,102,0.0,.,.,2
CSc1nc2c(cnn2-c2ccccc2)c(=O)n1N,4,-5,0,6,-1,98,0.2,0.5,11,4
O=C(CCn1nc(-c2ccc(Cl)cc2)ccc1=O)NCc1ccccn1,18,-12,.,-1,-1,108,-0.3,-1.0,5,2
Cc1ccc(N2C(=O)C3CCCN3C2=S)c(C)c1 (centres undefined),12,-4,-2,5,0,102,0.3,1.4,14,-2
O=C(N/N=C/c1ccccc1O)C1SCCCS1,2,-9,4,7,0,99,2.0,-3.7,-6,70*

# Some of these compounds in order of heavy-atom count, largest number first.
SMILES,MC4R antag cAMP,Vif imaging,CaV13 FRET inh,m5-HT2A agonist,N-glyco inh,ABCB6 inh 2,aDG glyco act,MC4R barr agon,PDI turbidity,H9c2 protect
COc1cccc(CNC(=O)c2ccccc2C(=O)NC(C)(C)C(=O)NCc2cccc(OC)c2)c1,6,-3,-6,7,-1,97,-0.2,0.0,-1,-4
COc1ccc(CN2CCC(C(=O)N3CCN(c4ccccc4F)CC3)CC2)cc1OC,7,0,.,-1,0,99,0.0,-1.6,7,3
N#C/C(=C\c1ccc(OCCN2CCOCC2)cc1)C(=O)Nc1ccccc1F,-5,.,-7,-3,.,94,0.1,-0.2,-5,-3
CC1(C)CC(=O)C=C(c2ccc(-c3cnn(Cc4ccccc4)c3)cc2)C1=O,2,-5,-5,-3,-3,98,0.0,-1.5,4,-11
Cc1ccc(NC2CCCN(C(=O)c3cn4cc(Cl)ccc4n3)C2)cc1C (centres undefined),0,-10,-8,-4,1,94,-0.2,-1.4,7,14
COc1cccc(/C=C2\C=C(c3ccc(C)cc3)OC2=O)c1OC(C)=O,-2,9,-7,-6,2,97,0.0,1.7,1,-3
Cc1ccccc1-n1c(SC2CCOC2=O)nnc1-c1ccncc1 (centres undefined),-8,5,12,10,0,92,-0.3,2.3,7,17
COc1ccc(Nc2nc3nonc3nc2N2CCCCC2)cc1,7,16,-4,-6,1,100,0.2,-0.2,5,-4
O=C(c1cccc2c1-c1ccccc1/C2=N/O)N1CCCCC1,-3,-14,-6,-3,-6,80,0.2,-1.5,6,1
c1csc(-c2nnc(Cc3cccc4ccccc34)o2)c1,8,-5,-4,-2,-6,88,0.5,-1.3,1,-3
CC(C)CC(=O)Nc1ccc2c(c1)oc1ccccc12,4,-15,-4,-3,-1,96,0.4,1.8,-6,-27
CSc1nc2c(cnn2-c2ccccc2)c(=O)n1N,4,-5,0,6,-1,98,0.2,0.5,11,4
Cc1ccc(N2C(=O)C3CCCN3C2=S)c(C)c1 (centres undefined),12,-4,-2,5,0,102,0.3,1.4,14,-2
CC(C)c1ccc(C(=O)NC2=NCCS2)cc1,7,.,-4,-4,-14,102,-0.2,-2.7,-5,-20

# New compounds follow.
SMILES,MC4R antag cAMP,Vif imaging,CaV13 FRET inh,m5-HT2A agonist,N-glyco inh,ABCB6 inh 2,aDG glyco act,MC4R barr agon,PDI turbidity,H9c2 protect
COc1cccc(NC(=O)CN(C)C(=O)c2cccc(NS(=O)(=O)c3ccc(Br)cc3)c2)c1,8,5,-6,-10,5,99,-0.1,0.5,13,-4
CC(=O)Nc1ccc(C(=O)OCC(=O)Nc2ccccc2Sc2ccccc2)cc1,10,-13,-2,-2,-3,97,0.1,3.1,2,-9
Cc1ccc(C2Cc3cc(O)c(O)cc3CN2)cc1 (centres undefined),11,10,-20,6,-5,96,-0.1,0.1,1,49
Cc1cc(C)cc(NC(=O)NCc2c(-c3ccccc3)noc2C)c1,2,17,-5,-5,-1,95,0.2,0.0,5,-9
COC(=O)c1sc2nc(-c3ccccc3)c3c(c2c1N)CCCC3,5,-9,-4,-2,-3,99,0.9,1.0,0,-4
COc1ccc(C(=O)NOCc2ccccc2)cc1,13,-2,-11,3,-21,99,-0.2,-0.4,-3,-16
Cc1onc(-c2c(Cl)cccc2Cl)c1COC(=O)c1ccc(Cl)cc1,6,-2,-9,-2,-1,95,2.1,-2.3,-6,-5
C=CCNc1nnc(-c2ccncc2)s1,8,10,-6,2,-2,95,-0.2,-1.5,-2,-7
CCN1CCN(c2nc(Nc3ccc(OC)cc3)nc(N)c2[N+](=O)[O-])CC1,1,6,-5,-10,-4,94,-0.2,-1.1,11,5
CCN(CC)C(=O)CSc1nc2sc3c(c2c(=O)n1CCOC)CCC3,8,0,-4,3,0,108,0.0,-1.1,-15,11
O=C(Nc1ccccc1N1CCCCC1)c1ccc(N2C(=O)c3ccccc3C2=O)cc1,-1,-6,.,4,-2,93,-0.1,1.1,7,-1
CC(C)(CNC(=O)CO/N=C1/C=C2CCC3C(C(O)C[C@@]4(C)C3CC[C@]4(O)C(=O)CO)[C@@]2(C)CC1)C(O)C(=O)O (some centres undefined),14,11,-19,-1,-1,100,0.0,-1.6,3,3

# Already shown: two of the compounds above.
SMILES,MC4R antag cAMP,Vif imaging,CaV13 FRET inh,m5-HT2A agonist,N-glyco inh,ABCB6 inh 2,aDG glyco act,MC4R barr agon,PDI turbidity,H9c2 protect
COc1cccc(NC(=O)CN(C)C(=O)c2cccc(NS(=O)(=O)c3ccc(Br)cc3)c2)c1,8,5,-6,-10,5,99,-0.1,0.5,13,-4
CC(=O)Nc1ccc(C(=O)OCC(=O)Nc2ccccc2Sc2ccccc2)cc1,10,-13,-2,-2,-3,97,0.1,3.1,2,-9

# Assay outcomes as filed in PubChem BioAssay.
